Epigenetic reg – Quantitative High-Throughput Screen for Regulators of Epigenetic Control. murine LDR cells, GFP reporter derepression, 30 h. 280,000 tested, 0.2% active. Potency, µM (highest dose often 53.9 µM), for inactives: at the highest dose GFP activation, actives largely listed as activators; further: potency means the concentration at half of the fitted maximal effect; % of control where 0% means no effect; nearly all actives have a fitted effect of over 60% in size
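In this reporter-derepression format, murine cells bearing a silenced integrated CMV-GFP locus incubate with test compound (30 h, 37 C), then are washed and imaged; fluorescent objects of 20–120 um count as induced cells.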
CBFb-RUNX1 inh – qHTS Assay for Compounds Blocking the Interaction Between CBF-beta and RUNX1 for the Treatment of Acute Myeloid Leukemia. Runt-related transcription factor 1 (Homo sapiens) + Core-binding factor subunit beta …. AlphaScreen CBFb-His/RUNX1-biotin binding, biochemical. Potency, µM (series often up to 59.8 µM), for inactives: at the highest dose activity, negative = inhibition, hits mostly inhibitors. 230,000 tested, under 10 active; further: % of control where 0% means no effect
Target sequence (Q01196 whole entry, looked up): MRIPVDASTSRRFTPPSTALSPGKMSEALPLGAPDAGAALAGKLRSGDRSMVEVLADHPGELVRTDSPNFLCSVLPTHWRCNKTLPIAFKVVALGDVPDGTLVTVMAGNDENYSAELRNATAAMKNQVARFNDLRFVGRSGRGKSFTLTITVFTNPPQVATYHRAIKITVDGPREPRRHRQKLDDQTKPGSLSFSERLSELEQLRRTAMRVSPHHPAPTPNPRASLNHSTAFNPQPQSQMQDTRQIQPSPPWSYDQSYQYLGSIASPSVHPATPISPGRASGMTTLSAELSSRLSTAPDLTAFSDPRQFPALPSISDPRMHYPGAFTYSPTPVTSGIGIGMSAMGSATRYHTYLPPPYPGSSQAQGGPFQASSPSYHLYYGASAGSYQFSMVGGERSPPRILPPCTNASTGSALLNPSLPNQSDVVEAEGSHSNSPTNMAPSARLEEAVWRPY
Target sequence (Q13951 whole entry, looked up): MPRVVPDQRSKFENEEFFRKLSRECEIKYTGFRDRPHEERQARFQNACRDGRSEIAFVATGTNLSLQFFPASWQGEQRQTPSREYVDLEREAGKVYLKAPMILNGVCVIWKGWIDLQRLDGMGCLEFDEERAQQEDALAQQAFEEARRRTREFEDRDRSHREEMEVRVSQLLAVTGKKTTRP
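Proteins preincubated together for 20 min at RT before compound addition; 15 min later, nickel and streptavidin beads were added and left 90 min prior to AlphaScreen measurement.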
GLA spleen mod – qHTS Assay for Inhibitors and Activators of Human alpha-Galactosidase From Spleen Homogenate; Alpha-galactosidase A (Homo sapiens), P06280; human spleen homogenate, 4MU-alpha-Gal fluorescence, 40 min; Potency, µM (doses to about 80 µM), for the others: at the top dose activity change, negative = inhibition, actives largely listed as inhibitors; 240,000 tested, 0.008% active; AID 2107, 2009;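 further: potency means the concentration at half of the fitted maximal effect; 0% = enzyme with vehicle and -100% = no enzyme basal signal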
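Inhibition or activation of alpha-galactosidase in human spleen homogenate is scored by 4-MU fluorescence after 40 min at 37C, pH 5.0, with 1 mM substrate. AC50s come from concentration-response fitted to the Hill equation.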
Luc counter – Counterscreen for Luciferase (Kinase-Glo TM) Inhibition; AID 1379, 2008; 200,000 tested, 0.28% active; Potency, µM (series often up to 38.3 µM), inactives show at the top dose activity change, negative = inhibition, hits mostly inhibitors; Luciferin 4-monooxygenase (Photuris pensylvanica), Q27757; Kinase-Glo luciferase, ATP luminescence, 8 min; further: potency means the concentration at half of the fitted maximal effect; on the % scale 0 is the no-effect control and ±100 the full control effect; nearly all actives have a fitted effect of over 60% in size
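Compounds were added to a substrate mix at pH 7.2 (50 mM imidazole, 10 uM ATP, within the enzyme's linear range), followed by Kinase-Glo detection reagent; luminescence was measured after 8 minutes at ambient temperature.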
NPSR antagonist – qHTS Assay for Antagonists of the Neuropeptide S Receptor: cAMP Signal Transduction; Potency, µM (top dose mostly 38.3 µM), for inactives: at the highest dose activity change, negative = inhibition, usual class: inhibitors; Q6W5P4; 220,000 tested, 1% active; AID 1461, 2008; CHO-NPSR cells, cAMP TR-FRET, antagonist mode; further: potency means the concentration at half of the fitted maximal effect; on the % scale 0 is the no-effect control and ±100 the full control effect; nearly all actives have a fitted effect of over 50% in size; many of its hits are not listed in these tables
LMNA splice mod – qHTS Assay for Modulators of Lamin A Splicing; AID 1487, 2009; HeLa LMNA splicing GFP/RFP minigene ratio, 48 h; 200,000 tested, 0.01% active; Potency, µM (doses to about 46.1 µM), without a hit: top-dose ratio change, negative = inhibition, hits mostly inhibitors; active means well fitted inhibition curve with a large enough effect in the signal ratio, with a control signal flat, not every such curve was filed as active; inconclusive means small, poorly fitted or top-dose-only effect, or effect the other way, or a change in a side signal; the % refers to the signal ratio; further: potency means the concentration at half of the fitted maximal effect; on the % scale 0 is the no-effect control and ±100 the full control effect
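Read-out is the ratio of GFP to DsRed2 object intensity, acquired by 488 nm laser-scanning cytometry on HeLa lamin A-EGFP minigene reporter cells. Compound incubation 48 hrs at 37 °C in Opti-MEM with 2% FBS; DMSO 0.5% final.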
IMPase Li cell – qHTS Assay for Identifying the Cell-Membrane Permeable IMPase Inhibitors: Potentiation with Lithium; CHO-M1 cells, IP1 TR-FRET (IP-One), carbachol + lithium; AID 1457, 2008; Potency, µM (series often up to 59.4 µM), inactives show top-dose activity, negative = IMPase inhibition, most hits filed as inhibitors; 210,000 tested, 0.35% active;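 further: IP1 builds up when IMPase is blocked and the TR-FRET signal falls; potency means the concentration at half of the fitted maximal effect; plate controls were basal vehicle for no effect and high inhibitor control for full effect; nearly all actives have a fitted effect of over 50% in size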
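Concentration–response in CHO-M1 cells, lithium-potentiated; 30 min at 37C. IP1 detected by competitive TR-FRET after 10 min lysis at RT. Hill-fitted AC50.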
* = called active by the depositor; ? = inconclusive; · = not tested or not shown; [ ] = remark or other dose. Unless noted, the call rests on the fitted dose curve; in most records, active means well fitted curve in the direction sought with a large enough effect; inconclusive means small, poorly fitted or top-dose-only effect, or another doubt; inactive means no such curve, though single readings can be large; an effect the other way counts as inactive or inconclusive. These rows are one share of the data; the hit share may differ from the screen's.

no. | SMILES | Epigenetic reg | CBFb-RUNX1 inh | GLA spleen mod | Luc counter | NPSR antagonist | LMNA splice mod | IMPase Li cell
1 | CCOC(=O)Cc1csc(NC(=O)C(CC(C)C)NC(=O)C2CCCCC2)n1 (centres undefined) | 0.2% | 7% | -2% | 0% | 5% | · | 1%
2 | COc1cccc(-c2csc(N3CCN(C(=S)Nc4ccc(Cl)cc4)CC3)n2)c1 | 4.2% | 5% | 6% | -1% | -16%[46.1 µM] | -11% | 19%[38.3 µM]
3 | CSc1ccc(C2CC(=O)Nc3nc(SC)[nH]c(=O)c32)cc1 (centres undefined) | 0.0% | 13% | -3% | 1% | -7% | 2%[9.22 µM] | -1%
4 | O=C(NNC1=NCCC1)c1cccc(S(=O)(=O)N2CCCCC2)c1 | -0.9% | -1% | -2% | · | 5%[46.1 µM] | -10% | ·
5 | O=C(NCc1cccnc1)c1ccc(CS(=O)(=O)c2ccc(Br)cc2)o1 | -0.2% | 1% | -29% | 0% | -4%[46.1 µM] | ? | 0%[38.3 µM]
6 | O=C(NCc1ccccn1)c1c(O)c2c([nH]c1=O)CCCC2 | -5.8% | -5% | 1% | 11% | 17%[46.1 µM] | 4% | 3%[38.3 µM]
7 | CSc1ccc(/C=N/NC(=O)CN2CCN(Cc3ccccc3Cl)CC2)cc1 | -1.8% | -2% | 1% | · | ? | -3% | ·
8 | Cc1ccc(OC(C)C(=O)N=Nc2c(O)[nH]c3ccc([N+](=O)[O-])cc23)cc1 (centres undefined) | 1.3% | -7% | 3% | · | -21% | · | 8%
9 | COCc1cc(C)nc(N)c1C#N | -0.4% | 2% | 10% | -1% | -5%[46.1 µM] | 1% | -6%[38.3 µM]
10 | CCN1C(=O)N(CC)C2C1N(CO)C(=O)N2CO (centres undefined) | 0.0% | 11% | 0% | 0% | 13% | · | -6%
11 | COc1cc(C(=O)Oc2ccc3c(OC)c4ccoc4nc3c2OC)cc(OC)c1OC | 3.4% | 14% | 7% | 0% | · | · | 27%
12 | CC1CCCCN1S(=O)(=O)c1ccc(S(=O)(=O)N2CCN(c3ccccc3)CC2)cc1 (centres undefined) | 0.7% | 2% | 0% | 19% | -8%[46.1 µM] | -4% | 18%[38.3 µM]
13 | CCNC(=O)CC1C(=O)N(c2ccc(C)cc2)C(=O)N1Cc1ccccn1 (centres undefined) | 0.0% | 2% | -7% | 2% | -1%[46.1 µM] | -2% | 7%[38.3 µM]
14 | Cn1c(SCc2ccccc2)nnc1-c1ccco1 | -0.4% | -2% | 5% | 0% | 4% | 7%[46 µM] | 4%
15 | CN(C)/C=N/c1[nH]ncc1C#N | -0.3% | -7% | -5% | -2% | 11% | ? | -1%
16 | COc1ccc2c(C)cc(=O)oc2c1 | 0.8% | · | 1% | 0% | · | 5% | -11%
17 | O=C(O)c1cc(-c2ccco2)[nH]n1 | -2.0% | -9% | -5% | 1% | 2%[46.1 µM] | -12% | 3%
18 | Cc1c(Br)c([N+](=O)[O-])nn1CC(=O)NCc1ccccc1 | 0.9% | 10% | 2% | 2% | 0% | ? | 10%
19 | CCC(=O)N(C)/C=C1\Sc2ccccc2C1=O | 0.8% | -8% | 1% | -13% | -15%[46.1 µM] | 1% | -10%[38.3 µM]
20 | O=C1NCCN1CCNS(=O)(=O)c1ccc2ccccc2c1 | -2.2% | -2% | -7% | · | -7%[46.1 µM] | -6% | ·
21 | COc1ccc(C(c2nnnn2C2CCCC2)N2CCC(C(N)=O)CC2)c(OC)c1 (centres undefined) | 0.0% | 0% | 18% | 1% | -9%[46.1 µM] | 1% | 9%[38.3 µM]
22 | O=C(NCN1C(=O)C2C3C=CC(C3)C2C1=O)OC1CCCCC1 (centres undefined) | 1.1% | 0% | -3% | 2% | -5%[46.1 µM] | 10% | 0%[38.3 µM]
23 | O=C(O)C1CSC(c2ccc3c(c2)OCO3)N1 (centres undefined) | 1.1% | -11% | -5% | · | 1% | -6%[46 µM] | ·
24 | O=C(C1CCN(C2CCN(C/C(Cl)=C/c3ccccc3)CC2)CC1)N1CCOCC1 | 2.2% | 9% | 14% | · | -6% | · | 11%
25 | O=C(COC(=O)[C@@H]1CC(O)CN1S(=O)(=O)c1ccc([N+](=O)[O-])cc1)NC12CC3CC(CC(C3)C1)C2 (some centres undefined) | 0.0% | -4% | 0% | · | -1%[46.1 µM] | -8% | ·

Some of these compounds in order of count of non-hydrogen atoms, lowest first:
no. | SMILES | Epigenetic reg | CBFb-RUNX1 inh | GLA spleen mod | Luc counter | NPSR antagonist | LMNA splice mod | IMPase Li cell
17 | O=C(O)c1cc(-c2ccco2)[nH]n1 | -2.0% | -9% | -5% | 1% | 2%[46.1 µM] | -12% | 3%
10 | CCN1C(=O)N(CC)C2C1N(CO)C(=O)N2CO (centres undefined) | 0.0% | 11% | 0% | 0% | 13% | · | -6%
6 | O=C(NCc1ccccn1)c1c(O)c2c([nH]c1=O)CCCC2 | -5.8% | -5% | 1% | 11% | 17%[46.1 µM] | 4% | 3%[38.3 µM]
4 | O=C(NNC1=NCCC1)c1cccc(S(=O)(=O)N2CCCCC2)c1 | -0.9% | -1% | -2% | · | 5%[46.1 µM] | -10% | ·
5 | O=C(NCc1cccnc1)c1ccc(CS(=O)(=O)c2ccc(Br)cc2)o1 | -0.2% | 1% | -29% | 0% | -4%[46.1 µM] | ? | 0%[38.3 µM]
11 | COc1cc(C(=O)Oc2ccc3c(OC)c4ccoc4nc3c2OC)cc(OC)c1OC | 3.4% | 14% | 7% | 0% | · | · | 27%

Further compounds follow.
no. | SMILES | Epigenetic reg | CBFb-RUNX1 inh | GLA spleen mod | Luc counter | NPSR antagonist | LMNA splice mod | IMPase Li cell
26 | O=C(CCCC(=O)N(CC(=O)NC1CCCCC1)Cc1ccc2c(c1)OCO2)Nc1ccccn1 | -8.3% | 8% | 2% | -1% | -12%[46.1 µM] | 2% | 2%
27 | O=C(NCC(=O)N(c1cccnc1)C(C(=O)NCc1ccco1)c1ccccc1)c1ccco1 (centres undefined) | 0.8% | 0% | 4% | -5% | -6%[46.1 µM] | 6% | 5%[38.3 µM]
28 | Cc1cc(C(=O)NNC(=O)CCN2CCN(c3ccccc3)CC2)c2ccccc2n1 | 1.1% | 2% | 1% | -1% | 9% | ? | 9%
29 | Cc1cccc(C)c1NC(=S)NC(C)(C)CO | 1.1% | -1% | 4% | · | 11% | · | ·
30 | O=C1CCC(=O)N1CC(=O)N1c2ccccc2Sc2ccccc21 | -1.0% | 1% | -12% | 1% | 0%[46.1 µM] | -9% | 25%[38.3 µM]
31 | NC(=O)c1ccc(C(F)(F)F)cn1 | -0.8%[10.1 µM] | 6% | -3% | 3% | 8% | 0%[46 µM] | -2%
32 | Fc1ccc2c(c1)[C@H]1OCC[C@H]1[C@@H](c1ccco1)N2 | -1.0% | -7% | 17% | 1% | 5% | 11% | 8%
33 | Cc1ccc(NC(=O)COc2nc(C)cs2)cc1 | 0.1% | 8% | 8% | -1% | 0%[46.1 µM] | 12% | 8%[38.3 µM]
34 | O=C(Nc1cccn(Cc2ccccc2Cl)c1=O)NC1CCCCC1 | -1.6% | -2% | -10% | 2% | ? | 14%[46 µM] | 3%

Random excerpt: three compounds from above
no. | SMILES | Epigenetic reg | CBFb-RUNX1 inh | GLA spleen mod | Luc counter | NPSR antagonist | LMNA splice mod | IMPase Li cell
29 | Cc1cccc(C)c1NC(=S)NC(C)(C)CO | 1.1% | -1% | 4% | · | 11% | · | ·
14 | Cn1c(SCc2ccccc2)nnc1-c1ccco1 | -0.4% | -2% | 5% | 0% | 4% | 7%[46 µM] | 4%
28 | Cc1cc(C(=O)NNC(=O)CCN2CCN(c3ccccc3)CC2)c2ccccc2n1 | 1.1% | 2% | 1% | -1% | 9% | ? | 9%
